Assay outcomes from PubChem.
Pf growth 96h = inhibits malaria parasite growth, 96 h. P. falciparum luciferase reporter growth, 96 h. Potency, µM (top dose mostly 28.7 µM), for inactives: at the top dose activity change, negative = inhibition, usual class: inhibitors. hit rate 6.9% among 320,000; also: potency is read from the fitted curve at half-maximal effect; % is scaled to controls: 0 for no effect and ±100 for the full control effect
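Cell-based qHTS: luciferase-tagged P. falciparum in erythrocytes (2% hematocrit, 0.05% parasitemia final) incubated with compounds for 96 hours, 37 C, 5% CO2; luciferase detection reagent then added and luminescence measured.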
AmpC no deterg = inhibitors of E. coli AmpC beta-lactamase without detergent. P00811. AmpC nitrocefin hydrolysis, absorbance 480 nm, 0.0001% Triton. Potency, µM (top dose mostly 57.1 µM), for inactives: top-dose activity change, negative = inhibition, usual class: inhibitors. hit rate 0.52% among 330,000;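 also: potency is read from the fitted curve at half-maximal effect; plate controls were no compound for no effect and no enzyme for full effect; nearly all actives have a fitted effect of over 20% in size; some results filed as inactive show a strong effect at the top dose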
Target sequence (P00811 whole entry, looked up): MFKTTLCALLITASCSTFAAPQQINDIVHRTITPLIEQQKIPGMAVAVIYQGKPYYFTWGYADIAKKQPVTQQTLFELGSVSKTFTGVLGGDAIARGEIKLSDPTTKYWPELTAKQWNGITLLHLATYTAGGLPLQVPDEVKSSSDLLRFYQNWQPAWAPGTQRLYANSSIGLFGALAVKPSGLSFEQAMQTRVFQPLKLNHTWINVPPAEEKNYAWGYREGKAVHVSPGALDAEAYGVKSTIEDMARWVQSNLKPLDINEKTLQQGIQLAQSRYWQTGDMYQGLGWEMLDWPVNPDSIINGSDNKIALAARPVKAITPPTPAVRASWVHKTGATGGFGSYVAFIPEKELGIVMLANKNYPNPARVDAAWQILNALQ
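AmpC (5.3 nM in the dispensed reagent) in 20 mM phosphate pH 7.0 with 0.01% (detergent screen) or 0.0001% Triton X-100 was preincubated with compounds for 15 min at room temperature. Nitrocefin was then added from an 800 uM solution, and hydrolysis was followed at 480 nm.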
LmPK inhibitor = inhibitors of Leishmania mexicana pyruvate kinase; purified LmPK, Kinase-Glo ATP luminescence, 1 h; AID 1721; Potency, µM (top dose mostly 57.5 µM), inactives show at the top dose activity change, negative = inhibition, hits mostly inhibitors; Q27686; hit rate 0.37% among 290,000; also: potency is read from the fitted curve at half-maximal effect; % is scaled to controls: 0 for no effect and ±100 for the full control effect
Target sequence (Q27686 whole entry, looked up): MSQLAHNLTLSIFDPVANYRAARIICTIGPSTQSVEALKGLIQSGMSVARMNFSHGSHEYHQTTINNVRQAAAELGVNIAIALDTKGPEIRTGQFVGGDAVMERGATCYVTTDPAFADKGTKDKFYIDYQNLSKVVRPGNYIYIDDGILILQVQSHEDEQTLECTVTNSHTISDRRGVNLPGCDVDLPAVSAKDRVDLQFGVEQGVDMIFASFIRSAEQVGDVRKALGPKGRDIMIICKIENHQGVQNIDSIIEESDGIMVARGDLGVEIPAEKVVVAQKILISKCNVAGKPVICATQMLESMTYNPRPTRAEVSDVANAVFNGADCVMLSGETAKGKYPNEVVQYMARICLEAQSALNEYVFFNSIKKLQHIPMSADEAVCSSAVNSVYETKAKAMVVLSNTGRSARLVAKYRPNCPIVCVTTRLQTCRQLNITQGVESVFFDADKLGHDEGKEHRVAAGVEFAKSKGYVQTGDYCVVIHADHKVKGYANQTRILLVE
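In 50 mM imidazole pH 7.2 with 7 mM MgCl2, LmPK (0.1 nM) turned over PEP (0.5 mM) and ADP (0.1 mM) for 1 h at room temperature. Luciferase read-out of ATP.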
Pf growth 48h = inhibits P. falciparum growth in the first generation, 48 h; Potency, µM (top dose mostly 28.7 µM), for inactives: at the highest dose activity change, negative = inhibition, most hits filed as inhibitors; hit rate 5.9% among 310,000; P. falciparum luciferase growth in erythrocytes, 48 h; also: potency is read from the fitted curve at half-maximal effect; % is scaled to controls: 0 for no effect and ±100 for the full control effect
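Parasite viability was followed by luminescence of a genomically integrated firefly luciferase. Cultures held 0.1% parasitemia at 2% hematocrit (final), incubated under 5% CO2 at 37 C.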
TbPYK inhibitor = T. brucei pyruvate kinase inhibition; Q57TT1; AID 624173; Potency, µM (highest dose often 76.8 µM), for the others: top-dose activity, negative = inhibition, usual class: inhibitors; hit rate 0.12% among 410,000; TbPYK enzyme, Kinase-Glo Plus ATP luminescence, 45 min; also: potency is read from the fitted curve at half-maximal effect; % is scaled to controls: 0 for no effect and ±100 for the full control effect; nearly all actives have a fitted effect of over 50% in size
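Luminescence from Kinase-Glo Plus, added after a 45-minute room-temperature reaction, served as the end-point read-out. The enzyme and substrate were preincubated with compound before ADP (130 uM final) initiated turnover. Concentration-effect curves came from normalized qHTS data.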
Shiga toxin inh = blocks Shiga toxin action in Vero cells; Vero cells, Shiga toxin protein synthesis inhibition reporter; inhibition, % at 38.7 µM; hit rate 9.2% among 290,000; AID 2315; in the data active = inhibition mostly above about 28%, no sharp cut-off; inactive = mostly below about 43%; also: 0% is about no effect
Cycloheximide cs = counter-screen for Shiga toxin inhibitors: cycloheximide protein synthesis inhibition; max response, %; AID 2314; hit rate 12% among 300,000; cell reporter, cycloheximide protein synthesis inhibition counterscreen; in the data active = max response mostly above about 13%, no sharp cut-off; inactive = mostly below about 14%; also: read at 38.3 µM for the half of the compounds with a filed dose; 0% is about no effect
Active calls of the source: *; i = inactive; u = inconclusive; x = no result given; [ ] = dose if it differs, or a comment. Unless noted, calls follow the shape of the dose curve; as a rule, active = well fitted curve in the direction sought with a large enough effect; inconclusive = small, poorly fitted or top-dose-only effect, or another doubt; inactive = no such curve, though single readings can be large; an effect the other way counts as inactive or inconclusive.

SMILES	Pf growth 96h	AmpC no deterg	LmPK inhibitor	Pf growth 48h	TbPYK inhibitor	Shiga toxin inh	Cycloheximide cs
CCCN1CNc2c(c(=O)[nH]c(=S)n2-c2ccccc2Cl)C1	8%	3%	1%	-5%	0%	2	5
CCOc1ccc(S(=O)(=O)NCCC(=O)NCC(c2ccccc2OC)N2CCCC2)cc1 (stereo not drawn)	u	38%	-7%	6%	-1%	-2	-2
CCC(=O)N(CC(=O)Nc1sc(C)c(C)c1C(N)=O)C1CCCC1	6%	-13%	0%	-9%	-7%	20	3
N/C(=N\OC(=O)Cc1ccccc1)c1cccnc1	75%[activator]	-4%	-5%	5%	0%	37	21*
Cc1cccn2cc(-c3cccc(NC(=O)c4cccs4)c3)nc12	2%	-57%	-10%	-19%	-12%	71*	32*
CS(=O)(=O)N1CCN(C(=S)NCc2ccc(Cl)cc2)CC1	u	-19%	-3%	12%	2%	-13	-5
N#Cc1c(NC(=O)c2cc(-n3cnnc3)ccc2Cl)sc2c1CCCC2	-6%	80%[activator]	-4%	26%	-5%	-1	5
Cn1c(SCc2ccc(Br)cc2)nnc1-c1cccs1	u	5%	2%	u	2%	52	13
Cc1cc(OCC(=O)NCC2CCC(C(=O)O)CC2)c2c3c(c(=O)oc2c1)CCC3 (stereo not drawn)	u	-8%	3%	u	3%	4	1
Cc1ccc(Cl)cc1N1CCN(C(=O)Cn2ncn3cccc3c2=O)CC1	38%[activator]	13%	4%	-7%	-3%	-4	-3
Cc1cc(NC(=O)c2ccc([N+](=O)[O-])cc2Cl)no1	29%	-13%	-5%	101%[activator]	2%	70*	43*
COc1ccc(-c2ccc(-c3cc(=O)oc4cc(OC)c(OC)c(OC)c34)cc2)cc1	x	-22%	x	x	1%	i	13
Cc1ccc(C(CC(=O)N2CCCC2)c2ccccc2)c(O)c1 (stereo not drawn)	u	-3%	-3%	-24%	-4%	-3	5
Cc1cccc(/C(N)=N/OC(=O)CCc2ccccc2)c1	53%[activator]	-22%	-29%	33%[activator]	-4%	52*	32*
CCCC[C@@H]1CNC(=S)N1CCc1cccc(F)c1	u	-27%	15%	u	-5%	-17	3
O=C(CSc1ccccn1)N/N=C/c1c[nH]c2ccccc12	u	-48%	-6%	10%	5%	-1	14*
CCOc1ccc(C(=O)NCC(=O)N2CCc3ccccc3C2)cc1OCC	15%	29%	-4%	-16%	-1%	-2	11
COc1ccc(C(=O)Nn2cc3c(c2-c2ccccc2)c(=O)n(C)c(=O)n3C)cc1	-27%	28%	-3%	0%	-6%	-3	2
COc1ccccc1/C=c1\sc2nc(-c3ccccc3OC)nn2c1=O	51%[activator]	-17%	0%	1%	0%	2	-1
COc1ccc(/C=C(\NC(=O)c2ccc(C)cc2)C(=O)Nc2c(C)n(C)n(-c3ccccc3)c2=O)cc1	-22%	20%	1%	-28%	6%	-11	-2
CC(=O)N1CCN(S(=O)(=O)c2cccc(C(=O)Nc3ccc4c(c3)CCC4)c2)CC1	u	191%[activator]	1%	u	-1%	4	9
Cc1ccc(-n2cccn2)cc1	-25%	-5%	1%	10%	3%	-7	-1
COC(=O)[C@H](CC(C)C)NC(=O)Nc1ccccc1F	-6%	-10%	3%	115%[activator]	2%	-11	-2
Cc1c(Cl)cccc1NC(=O)c1cccc(NC(=O)CCC(=O)O)c1	-7%	-20%	-5%	x	-3%	0	-5
Cc1ccc(NC(=O)CSc2nc(=O)n3cc(C)ccc3n2)c(C)c1	17%	-14%	x	-24%	-1%	x	x

As a working copy, 5 of the compounds above.
SMILES	Pf growth 96h	AmpC no deterg	LmPK inhibitor	Pf growth 48h	TbPYK inhibitor	Shiga toxin inh	Cycloheximide cs
CCCN1CNc2c(c(=O)[nH]c(=S)n2-c2ccccc2Cl)C1	8%	3%	1%	-5%	0%	2	5
CCOc1ccc(S(=O)(=O)NCCC(=O)NCC(c2ccccc2OC)N2CCCC2)cc1 (stereo not drawn)	u	38%	-7%	6%	-1%	-2	-2
CCC(=O)N(CC(=O)Nc1sc(C)c(C)c1C(N)=O)C1CCCC1	6%	-13%	0%	-9%	-7%	20	3
N/C(=N\OC(=O)Cc1ccccc1)c1cccnc1	75%[activator]	-4%	-5%	5%	0%	37	21*
Cc1cccn2cc(-c3cccc(NC(=O)c4cccs4)c3)nc12	2%	-57%	-10%	-19%	-12%	71*	32*

Later entries:
SMILES	Pf growth 96h	AmpC no deterg	LmPK inhibitor	Pf growth 48h	TbPYK inhibitor	Shiga toxin inh	Cycloheximide cs
C/C=C/C=C\C(=O)Nc1cccc(C2=NOC3(C2)C[C@H](C(N)=O)N(C(=O)CC#N)C3)c1 (stereo partly drawn)	67%[activator]	80%[activator]	7%	83%[activator]	-15%	-7	-3
CCCCn1c(N)c(C(=S)NC(=O)CC(C)(C)C)c(=O)n(C)c1=O	2%	-3%	1%	13%	8%	-3	-1
CC(=O)N1CCN(C(=O)c2ccc(S(=O)(=O)Nc3cccc(C(F)(F)F)c3)cc2)CC1	-11%	18%	x	4%	-8%	x	x
COc1ccccc1N1CCN(C2CCCN(C(=O)c3cc(C)oc3C)C2)CC1 (stereo not drawn)	-29%	59%	1%	u	0%	9	-5
COc1cccc(C2C(C(=O)Nc3cccnc3)=C(C)Nc3nnnn32)c1OC (stereo not drawn)	20%	-9%	-2%	u	0%	-4	-2
CC1=C(O)C(=O)OC1c1c(Cl)cccc1Cl (stereo not drawn)	39%	-12%	5%	-12%	-1%	1	-2
Cc1nc2scc(C)n2c(=O)c1S(=O)(=O)NCC1CCN(Cc2ccc(F)cc2)CC1	34%[activator]	9%	0%	u	4%	-4	-1
O=C(O)c1ccc(C(=O)c2ccc3c(c2)C(=O)N(Cc2ccco2)C3=O)cc1	x	-21%	3%	-13%	4%	-19	-2
O=C(NC(=S)Nc1ccc(N2CCOCC2)cc1)c1ccc(Cl)cc1	22%	-20%	6%	16%	1%	7	6
O=c1oc(-c2cccc(S(=O)(=O)N3CCOCC3)c2)nc2ccccc12	15%	-13%	-1%	9%	6%	-10	3
O=C(Nc1ccc(F)cc1)c1cccc(N2C(=O)C3C4C=CC(C5CC45)C3C2=O)c1 (stereo not drawn)	u	-11%	5%	u	6%	-7	-2
CCn1c(CNC(=O)c2ccccc2Cl)cc2ccccc21	7%	-12%	-6%	-23%	1%	25	14
O=S(=O)(NCCc1ccccc1F)c1cccc(S(=O)(=O)N2CCOCC2)c1	6.6µM*	1%	4%	-5%	-6%	-9	-2
CC(=O)c1cccc(NC(=O)CN2C(=O)C3C4C=CC(C4)C3C2=O)c1 (stereo not drawn)	-27%	8%	7%	-7%	-1%	14	6
CCOCCCNC(=O)c1cc2c(=O)n(CC)c3ccccc3c2s1	0%	96%[activator]	1%	-29%[0.00184 µM]	-10%	3	-4
CCc1c(C)nc(SCC(=O)NNC(=O)c2ccco2)[nH]c1=O	u	-14%	-4%	13%	4%	39*	30*
CC[C@H](C)C1NC(=O)[C@H](CC(=O)O)NC(=O)c2cc([N+](=O)[O-])cc(I)c2NCCC(C(N)=O)NC1=O (stereo partly drawn)	13%	27%	2%	19%	-4%	-14	-4
N/C(Cc1ccc(Cl)cc1Cl)=N\OC(=O)c1ccccc1	32%[activator]	-34%	3%	u	-2%	32*	19*
C=CCn1c(=O)n(C(=O)OCC)c2cc(Br)ccc21	21%	23%	3%	-8%	1%	-12	1
O=C(CCCn1c(=S)[nH]c2cc3c(cc2c1=O)OCO3)N1CCN(c2ncccn2)CC1	41%[activator]	-12%	-2%	0%	-16%	46	-3
COc1ccccc1C(=O)NC(=O)COC(=O)C1CC1C (stereo not drawn)	10%	-8%	x	6%	-1%	x	x
CC1=NN(c2ccccc2)C(=O)/C1=C/c1cn(C)c2ccccc12	7.4µM*	-11%	-2%	u	2%	-6	0
Cc1csc(SC(C)C(=O)Nc2ccccc2C)n1 (stereo not drawn)	-3%	-9%	x	-14%	0%	x	x
Cc1ccc(Cn2nnc3c(=O)n(CC(=O)N4CCCCC4)cnc32)cc1	x	-10%	3%	46%[activator]	-20%	-5	-5
COC(=O)c1cccc(NC(=O)CC2C(=O)NCCN2C(=O)Nc2ccccc2)c1 (stereo not drawn)	5%	25%	-6%	-14%	-12%	-7	-3
SMILES	Pf growth 96h	AmpC no deterg	LmPK inhibitor	Pf growth 48h	TbPYK inhibitor	Shiga toxin inh	Cycloheximide cs
COc1ccc(C(C)NC(=O)c2ccc(Br)cc2)cc1OC (stereo not drawn)	0%	-13%	1%	18%	0%	-9	-4
CCc1sc(C(=O)NNC(=O)CNC(=O)c2ccccc2F)cc1C	-2%	-9%	x	34%[activator]	5%	x	x
CCCN1C2CCCC1CC(NC(=S)Nc1ccc(OC)cc1)C2 (stereo not drawn)	22%	-18%	2%	-18%	2%	10	3
O=S(=O)(Nc1nc2ccccc2nc1Cl)c1ccc2c(c1)OCCO2	30%[activator]	-29%	15%	-30%	0%	-4	4
O=C(c1ccc2nc[nH]c2c1)N1CCN(c2ncc(C(F)(F)F)cc2Cl)CC1	u	2%	7%	39%[activator]	-10%	10	-2
CC(=O)N1CCCSC1=Nc1ccccc1	-4%	-21%[11.4 µM]	-1%	-2%	-1%	26	1
COC(=O)c1ccc(NC(=O)CNc2ccccc2)cc1	-13%	-29%	-6%	43%[activator]	2%	61*	36*
O=C(NCc1ccncc1)C1CCCN(S(=O)(=O)c2ccc(Br)cc2)C1 (stereo not drawn)	20%	5%	-3%	-3%	9%	-10	1
CC(=O)N1CCC2(CC1)CC(=O)c1cc(OCC(=O)N3CCN(C)CC3)ccc1O2	4%	-2%	2%	37%[activator]	2%	-13	-9
COc1ccc(-n2c(/C=C3\C(=O)Nc4ccccc43)nc3ccccc3c2=O)cc1	x	-16%	-7%	9%	3%	-4	-6
CCOc1ccc(C(=O)Nc2cccc(C(=O)O)c2C)cc1Cl	228%[activator]	-5%	-10%	138%[activator]	-13%	66*	31*
CCOc1ccc(C(=O)c2cc([N+](=O)[O-])ccc2Cl)cc1	-19%	-27%	4%	8%	2%	-27	-3
Cc1ccccc1S(=O)Cc1ccc(C(=O)NCCN2CCOCC2)o1 (stereo not drawn)	u	-17%	-12%	17%	-2%	-4	-12
CCOC(=O)c1ccccc1NS(=O)(=O)c1ccc(OC)cc1	16%	-34%	10%	-13%	6%	-9	2
O=C1CC(c2ccco2)=Nc2ccccc2N1	0%[5.75 µM]	-11%	-6%	20%	-19%	4	11*
CCC(CC)NC(=O)c1cc(S(=O)(=O)N2CCCCC2)ccc1N1CCOCC1	u	80%[activator]	x	-28%	-8%	x	x
CC(C)Nc1ncnc2c1cnn2-c1ccccc1	81%[activator]	-14%	-1%	171%[activator]	-3%	24*	23*
CCC(=O)Oc1ccc2c(C)cc(=O)oc2c1C(=O)CC	u	48%	4%	-12%	0%	-9	3
CC(C)N1CCC(N2CCN(CCCn3cccn3)CC2CCO)CC1 (stereo not drawn)	7%	-29%	3%	19%	0%	-2	-2
COc1ccc(C(=O)Oc2ccc(/C=N/NC(=O)c3cccnc3)cc2OC)cc1	-15%	137%[activator]	x	10%	-11%	x	x
O=C1Nc2ccccc2C1Cc1ccccc1 (stereo not drawn)	7%	-18%	0%	7%	0%	-10	-2
COc1cc2cccc(OC)c(=O)c2c(OC)c1OC	u	-2%	2%	u	-4%	-12	-1

Rows are unselected, and some 22% of all compounds hit somewhere here.
